# Screens as filed in PubChem.
# KCNQ2 block: KCNQ2 potassium channel inhibitors, primary screen, cell-based, CHO-K1, FluxOR thallium flux, B-score (AID 2156); Potassium voltage-gated channel subfamily KQT member 2 (Rattus norvegicus), O88943; 20 min; active compounds read low; B-score at 10 µM; 310,000 compounds, 1.1% hits;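 active = fluorescence ratio B-score at most minus 3 library SDs, with starting brightness B-score within 2 library SDs, cut at about -5.5 in these data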
# OX1R FRET antag: antagonists of human orexin 1 receptor (OX1R) | inhibition, % at 6.6 µM | AID 485270, 2010 | OX1R-expressing cells, FRET antagonist read-out | Orexin/Hypocretin receptor type 1 (Homo sapiens), O43613 | 330,000 compounds, 1.8% hits; in the data active = inhibition mostly above about 38%, no sharp cut-off; inactive = mostly below about 40%;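 note: 0% = agonist challenge alone and 100% = reference antagonist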
# Target sequence (O43613 whole entry, looked up): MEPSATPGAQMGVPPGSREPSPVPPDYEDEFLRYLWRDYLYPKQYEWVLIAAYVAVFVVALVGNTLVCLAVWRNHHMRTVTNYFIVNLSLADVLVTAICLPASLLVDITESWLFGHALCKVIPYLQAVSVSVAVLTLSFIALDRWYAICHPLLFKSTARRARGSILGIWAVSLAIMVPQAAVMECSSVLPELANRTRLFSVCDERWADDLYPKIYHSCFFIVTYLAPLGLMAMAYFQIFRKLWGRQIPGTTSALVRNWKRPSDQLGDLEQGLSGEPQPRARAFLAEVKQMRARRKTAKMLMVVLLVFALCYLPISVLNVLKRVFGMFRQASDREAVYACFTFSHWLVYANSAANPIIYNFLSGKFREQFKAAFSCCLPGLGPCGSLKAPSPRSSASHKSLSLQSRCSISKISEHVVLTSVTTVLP
# STK33 kinase inh: inhibitors of purified STK33 kinase, primary screen, biochemical, ADP-Glo luminescence, homogeneous, cell-free. MBP phosphorylation. inhibition, % at 10 µM. Serine/threonine-protein kinase 33 (Homo sapiens), Q9BYT3. 320,000 compounds, 0.073% hits;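 active = inhibition at or above 25%, using the most active replicate where run in duplicate; inactive = inhibition below 25%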
# Target sequence (Q9BYT3 whole entry, looked up): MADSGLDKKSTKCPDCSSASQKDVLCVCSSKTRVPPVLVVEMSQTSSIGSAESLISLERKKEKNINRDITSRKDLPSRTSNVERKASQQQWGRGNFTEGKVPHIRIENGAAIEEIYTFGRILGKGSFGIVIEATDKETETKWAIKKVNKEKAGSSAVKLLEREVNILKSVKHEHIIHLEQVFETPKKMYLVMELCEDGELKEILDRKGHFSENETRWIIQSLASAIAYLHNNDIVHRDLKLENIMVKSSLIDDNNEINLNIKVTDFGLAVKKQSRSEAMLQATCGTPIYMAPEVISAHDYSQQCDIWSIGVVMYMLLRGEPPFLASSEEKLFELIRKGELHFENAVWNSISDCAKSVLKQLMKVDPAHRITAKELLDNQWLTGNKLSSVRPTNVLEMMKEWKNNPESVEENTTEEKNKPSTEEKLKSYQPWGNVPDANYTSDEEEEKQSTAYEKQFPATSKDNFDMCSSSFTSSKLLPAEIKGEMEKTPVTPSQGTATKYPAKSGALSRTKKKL
# * hit, by the source's call; i = inactive; . = not tested or not shown.
SMILES,KCNQ2 block,OX1R FRET antag,STK33 kinase inh
S=C(Nc1cccc(Cl)c1)N(CCCN1CCCC1)Cc1cccn1Cc1ccc(Cl)cc1,i,15.1,0.5
O=C(c1ccccc1)N1CCCC(c2nc3c(nnn3Cc3ccccc3)c(=O)[nH]2)C1 (stereo not given),i,6.0,-2.0
c1nc(Nc2ccc(N3CCOCC3)cc2)c2ccsc2n1,i,5.0,0.7
CCOC(=O)C1(C)NC(c2ccc(N(C)C)cc2)C2C(=O)N(CC)C(=O)C21 (stereo not given),i,7.4,-1.3
CCN(CC)CCCNC(=O)C1c2cc(OC)c(OC)cc2C(=O)N(C)C1c1cccs1 (stereo not given),i,7.0,1.1
Cc1cc(C)n2nc(CC(=O)NCc3ccc(F)cc3)nc2n1,i,7.2,0.7
Cc1noc(C)c1COc1ccc(C(=O)N2CCN(c3ccccn3)CC2)cc1,i,0.4,-3.6
Cc1ccc(S(=O)(=O)NCc2ccccc2C)cc1,i,7.0,-0.1
N#Cc1c(NC(=O)COC(=O)c2nccnc2N)sc2c1CCCC2,i,10.0,1.8
O=C(COc1ccccc1F)NNC(=O)c1ccc(F)c(S(=O)(=O)N2CCOCC2)c1,.,3.3,-0.7
CCCCN1C(=N)N([C@@H](C)CN2CCC[C@H]2CN2C(N)=NC[C@H]2CC(C)C)C[C@H]1Cc1ccccc1,.,14.2,1.1
COc1ccc(C(CNC(=O)c2cc(S(=O)(=O)NCc3ccco3)ccc2C)N(C)C)cc1 (stereo not given),.,4.0,-1.2
CC(=O)NCCc1nc2ccccc2n1CCOc1ccccc1C,i,9.5,-0.5
CSc1nc(NC(C)=O)nc(C)c1Br,i,7.4,-0.7
O=c1[nH]c(CSc2ccccc2)nc2c1oc1ccccc12,i,9.6,-0.3
Cn1c(SCc2cccc(Br)c2)nnc1-c1ccccn1,i,4.3,-0.1
COC(=O)c1sc(=S)n(-c2ccccc2)c1N,i,10.6,0.7
COc1cccc(CC(=O)NCC2COc3ccccc3O2)c1OC (stereo not given),i,12.2,0.1
C[C@H](NC(=O)C1(c2ccccc2)CCN(C(=O)OC(C)(C)C)CC1)C(=O)N[C@@H](C(=O)O)c1ccccc1,i,12.9,7.3
O=c1cc(CSc2nnnn2-c2ccccc2)[nH]c2[nH]n(-c3ccccc3)c(=O)c12,i,19.0,-0.7

# Single records, as listed above. Values in the order: KCNQ2 block, OX1R FRET antag, STK33 kinase inh
# `CCN(CC)CCCNC(=O)C1c2cc(OC)c(OC)cc2C(=O)N(C)C1c1cccs1` (stereo not given) is entered as i, 7.0, 1.1
# `CSc1nc(NC(C)=O)nc(C)c1Br` is entered as i, 7.4, -0.7

# Additional compounds follow.
SMILES,KCNQ2 block,OX1R FRET antag,STK33 kinase inh
O=C(Nc1nc2cc3c(cc2s1)OCCO3)c1cccs1,i,65.6*,2.2
CCC1(c2ccccc2)NC(=O)N(CC(=O)Nc2cc(C(F)(F)F)ccc2N2CCCC2)C1=O (stereo not given),i,14.6,0.1
COc1ccc(OCc2cc(C(=O)N(C)CCC3CCOCC3)no2)c(Cl)c1,i,12.3,0.8
CN(CC1CCCO1)S(=O)(=O)c1ccc(C(=O)Nc2ccc(S(N)(=O)=O)cc2)cc1 (stereo not given),i,4.8,-1.8
Cc1csc(NC(=O)COc2ccc3c(C)cc(=O)oc3c2)n1,i,8.4,0.6
COCCOC(=O)C1=C(C)NC(=S)NC1/C=C/c1ccccc1 (stereo not given),i,10.5,-1.7
O=C(COC(=O)/C=C/c1cccs1)NC1CC1,i,22.8,0.5
COc1ccc(OC(=O)c2ccc(OC)c(S(=O)(=O)N3CCOCC3)c2)cc1,i,.,-2.0
COc1ccc(C2=NN(c3ccc(C=O)cc3)C(c3ccccc3)C2)cc1 (stereo not given),i,12.0,-1.1
CCCCCSc1nc2c(cnn2-c2ccccc2)c(=O)[nH]1,.,14.9,-0.1
O=C(NC1CCCC1)C(c1ccsc1)N(C(=O)Cc1cccs1)c1ccccc1 (stereo not given),i,2.4,0.3
CCOC(=O)c1csc(CCNC(=O)c2oc3c(Cl)cc(C)cc3c2C)n1,i,8.0,0.0
COc1ccc(-c2cc(-c3ccccc3)c(C#N)c(S(C)(=O)=O)n2)cc1,i,19.1,0.2
Fc1cccc(CNc2ncnc3ccc(-c4ccc5c(c4)OCO5)cc23)c1,.,10.6,-0.1
O=C(c1cnc2ccccn2c1=O)N1CCc2ccccc21,i,8.3,-1.8
COc1cc(C)c(CNC2CCCCC2)cc1C,i,8.0,-0.5
Cc1cc(C(=O)N/N=C/c2ccc(O)c([N+](=O)[O-])c2)c(C)n1-c1ccc(F)cc1,i,24.1,-0.2
O=C(O)CSc1nc2ccccc2n1C1CCCCC1,i,18.0,-0.7
CCOC(=O)c1ccc(N2CCCCC2)c(NS(=O)(=O)c2cccc(C(F)(F)F)c2)c1,i,1.7,-0.1
CCN(c1cccc(C)c1)S(=O)(=O)c1ccc2c(c1)CCN2C(C)=O,i,25.5,0.1
CCN(CC)S(=O)(=O)c1ccc2c(c1)c(=O)c(C(=O)N1CCN(c3ccccn3)CC1)cn2C,i,6.9,1.5
Cc1ccc(S(=O)(=O)N2CCCCC2C(=O)N2CCN(C)CC2)cc1 (stereo not given),i,6.7,-0.7
Cc1cc(C(=O)CCC(=O)N2CCN(c3ccccc3)CC2)c(C)s1,i,18.9,-1.2
CC(C)(O)c1[nH]c2cc(C(F)(F)F)ccc2c1C(C)(C)O,i,20.7,-0.5
Cc1cccnc1NC(=S)NC(=O)/C=C/c1ccco1,i,19.5,1.5
CC(C)c1nc(NCCN2CCOCC2)c(C#N)c2c1COC(C)(C)C2,i,15.5,-1.5
CCC(C)(C)n1nnnc1CN1CCN(c2ccc(OC)cc2)CC1,i,7.5,-1.1
CN(C(=O)c1cccs1)c1ccc(OCC(=O)Nc2ccc(C(=O)O)cc2)cc1,i,2.0,-0.2
Cc1c(C)c2ccc(OCC(=O)NCCCn3ccnc3)cc2oc1=O,i,12.3,-1.0
COc1ccc(OCCC(=O)OCC(=O)NC2CCCCCCC2)cc1,i,12.2,1.6

# Another view of part of the listing above.
Structure | KCNQ2 block | OX1R FRET antag | STK33 kinase inh
Cc1cc(C(=O)CCC(=O)N2CCN(c3ccccc3)CC2)c(C)s1 | i | 18.9 | -1.2
CC(C)(O)c1[nH]c2cc(C(F)(F)F)ccc2c1C(C)(C)O | i | 20.7 | -0.5
Cc1cccnc1NC(=S)NC(=O)/C=C/c1ccco1 | i | 19.5 | 1.5
CC(C)c1nc(NCCN2CCOCC2)c(C#N)c2c1COC(C)(C)C2 | i | 15.5 | -1.5
CCC(C)(C)n1nnnc1CN1CCN(c2ccc(OC)cc2)CC1 | i | 7.5 | -1.1
CN(C(=O)c1cccs1)c1ccc(OCC(=O)Nc2ccc(C(=O)O)cc2)cc1 | i | 2.0 | -0.2

# More results:
SMILES,KCNQ2 block,OX1R FRET antag,STK33 kinase inh
O=C(N/N=C/c1cc(Cl)cc([N+](=O)[O-])c1O)c1ccc2c(c1)OCO2,i,56.4*,1.6
Cc1c(Cl)cccc1NC(=O)CSc1nncn1-c1cccnc1,i,5.2,-1.5
CCCCCCCCc1nnc(N)s1,i,-1.5,-2.8
Cn1c(=O)cc(OCCCC(=O)Nc2ccccn2)c2ccccc21,i,11.4,-0.5
CSCCC(NS(=O)(=O)c1ccc2c(c1)oc(=O)n2C)C(=O)NC1CCCCC1 (stereo not given),i,24.5,-0.2
COc1ccc(OC)c(C2c3[nH]c4ccccc4c3C[C@H]3C(=O)N(C4CC4)CC(=O)N23)c1 (stereo not given in full),i,8.4,-0.1
Nc1ccccc1Oc1c(F)c(F)c(Oc2ccccc2N)c(F)c1F,i,10.6,0.4
OCCC1CN(Cc2cccs2)CCN1Cc1ccccc1 (stereo not given),i,25.0,0.0
O=C(O)COc1ccccc1/C=C1\SC(=S)N(c2cccnc2)C1=O,i,54.3,0.2
CCC(=O)N(Cc1ccco1)c1nc(-c2ccccc2)cs1,i,19.7,-1.2
COc1ccc(C(=O)CSc2nnc(CNc3ccc(F)cc3)o2)cc1,i,21.2,0.1
COc1ccc(NC(=O)CN2C(=O)C(=O)N(C3CCCC3)C2=O)c(OC)c1,.,-1.4,-1.2
CN(C)Cc1c(C(=O)N/N=C/c2cccc(OCc3ccccc3)c2)nnn1-c1nonc1N,i,9.9,-0.7
O=C(Nc1ccccc1)c1nccn1Cc1ccc(F)cc1,i,8.6,-0.9
Cc1ccccc1OCC(=O)OCC(=O)NCc1cccs1,i,13.0,-1.5
CN1/C(=C/C(=S)NC(=O)C2CCC2)C(C)(C)c2ccccc21,i,5.8,0.1
CCCCCn1c(C(C)NC(=O)CCC)nc2ccccc21 (stereo not given),i,13.7,-1.0
COc1cc2nc(CN3C(=O)c4ccccc4C3=O)oc(=O)c2cc1OC,i,15.1,0.3
Cc1ccc(OCC(=O)NNC(=O)c2ccco2)c(C)c1,i,24.5,-1.9
O=C(OCc1cccc([N+](=O)[O-])c1)c1cc(=O)[nH]c2ccccc12,i,2.0,-0.5

# Just OX1R FRET antag and STK33 kinase inh (2 entries from above):
smiles | OX1R FRET antag | STK33 kinase inh
COc1cc(C)c(CNC2CCCCC2)cc1C | 8.0 | -0.5
Cc1cc(C(=O)N/N=C/c2ccc(O)c([N+](=O)[O-])c2)c(C)n1-c1ccc(F)cc1 | 24.1 | -0.2

# (next part)
SMILES,KCNQ2 block,OX1R FRET antag,STK33 kinase inh
COc1ccccc1CC(NC(C)=O)C(=O)NC1CCN(C(=O)Nc2ccccc2C)CC1 (stereo not given),i,6.8,5.8
CC1CCCCN1CCn1cnc2c([nH]c3ccccc32)c1=O (stereo not given),i,-1.4,-0.2
CCOC(=O)c1c(NC(=O)CN2C(=O)C(=O)N(CC(C)C)C2=O)sc(C)c1CC,i,3.3,-0.1
CCOC(=O)c1cc(NC(=O)NC2CCCCC2)c(C)nc1C,i,20.7,-1.3
Cc1c(C(=O)NCCC2=CCCCC2)oc2ccc(S(=O)(=O)N3CCC4(CC3)OCCO4)cc12,i,53.8,-3.5
CC(=O)Nc1ccc(OCC(=O)Nc2ccc(Cl)c(S(=O)(=O)N3CCOCC3)c2)cc1,.,18.6,-1.0
O=C(NCc1ccc(F)cc1)Nc1ccccc1,i,-3.2,-1.0
CC(C)NC(=O)N(C)C[C@H]1Oc2ccc(NC(=O)Nc3ccccc3)cc2C(=O)N([C@@H](C)CO)C[C@@H]1C,.,4.3,-0.3
CCc1ccccc1NC(=O)c1ccc([N+](=O)[O-])s1,i,59.5,-1.7
NS(=O)(=O)c1cccc(NC(=O)COC(=O)/C=C/c2ccco2)c1,i,5.8,-1.7
O=C(CSc1n[nH]c(-c2ccco2)n1)Nc1ccc(F)cc1,i,9.6,0.4
CC(C)CCN1CCN(Cc2cccc3cccnc23)CC1CCO (stereo not given),i,30.1,-1.0
O=C(/C=C/c1ccc(Cl)cc1)c1ccc([N+](=O)[O-])o1,i,17.7,0.8
COc1ccccc1CNS(=O)(=O)c1cc2c3c(c1)CCC(=O)N3CCC2,i,18.1,0.5
CC(=O)c1ccc(N2CCN(S(=O)(=O)c3cn(C)cn3)CC2)cc1,i,1.7,0.5
COc1ccccc1-n1cnnc1SCC(=O)Nc1cccc(S(=O)(=O)N2CCCCC2)c1,i,2.7,-0.8
O=C(CSc1ccc2nnc(-c3ccccn3)n2n1)Nc1ccc2c(c1)OCO2,i,9.8,1.1
C=C[C@@H]1c2c(F)cccc2N(S(=O)(=O)c2ccc(C)cc2)[C@H](c2ccc(C(=O)OC)cc2)C1(C#N)C#N,.,12.2,-0.9
COc1cc(/C=C2\SC(=S)N(NS(=O)(=O)c3ccc(C)cc3)C2=O)cc(OC)c1OC,i,28.5,0.0
Cc1cccc(-c2noc(Cc3ccccc3)n2)c1,i,4.7,-0.4
CC(=O)N/C(=C\c1ccccc1)C(=O)OCC(=O)Nc1ccc(C)c(S(=O)(=O)N(C)C)c1,.,6.2,-1.8
CCN1CCN(C(=O)c2cc(COc3ccc(C(C)=O)cc3OC)on2)CC1,i,7.3,0.4
COc1cc(C(=O)NCC(=O)N/N=C(/C)c2cccs2)cc(OC)c1OC,i,2.5,-0.5
Cc1ccc(Nc2c(-c3ccccn3)nc3cccc(C)n23)cc1,i,15.0,-2.7
O=C(Nc1ccc(OCC(=O)N2CCOCC2)cc1)Nc1cccc2ccccc12,i,9.9,0.0
Cc1ccc(C(=O)Nc2cc3ccccc3oc2=O)cc1,i,9.0,-0.4
Cc1ccc(N2N=C(C(=O)O)CCC2=O)cc1Cl,i,0.7,-2.3
COc1ccc(C(=O)NCc2cccnc2)cc1OC,i,10.0,-1.0
Cc1cc(SCC(=O)c2ccccc2)n2nc(C)nc2n1,i,13.1,2.8
Cc1ccc(C)c(S(=O)(=O)N2CCN(C(=O)[C@H](C)N3C(=O)C4CC=CCC4C3=O)CC2)c1 (stereo not given in full),.,-0.2,-1.5
COc1ccc(OC)c(N/C=C/C(=O)c2ccccc2)c1,i,13.7,9.4
C/C(=N\NC(=O)c1ccc([N+](=O)[O-])cc1Cl)c1ccccc1,i,21.1,-0.6
CCOC(=O)N1CCC(NC(=O)C2CCN(S(=O)(=O)c3cnc[nH]3)CC2)CC1,i,7.6,0.0
C[N+]1(CC(O)COc2ccccc2)CCN(C(=O)c2ccc([N+](=O)[O-])cc2)CC1 (stereo not given),i,25.7,-1.4
COc1cccc(CNc2ncnc3ccc(-c4c(C)noc4C)cc23)c1,.,17.3,0.2
CC(C)(C)OC(=O)NCCc1nnc(SCC(=O)c2ccc(Cl)cc2)o1,i,43.7,-1.0
CC(=O)Nc1ccc(NC(=O)c2c(C)nn(Cc3ccccc3Cl)c2C)cc1,i,13.6,0.2
O=C(Nc1ccc(NC(=S)NC(=O)c2ccco2)cc1)c1ccccc1,i,10.4,-1.8
Cc1ccccc1NC(=O)N1CCCC(c2nc(-c3ccc(C(C)C)cc3)no2)C1 (stereo not given),i,6.8,-1.1

# Compounds as they come (roughly 2.7% active in at least one column).
